Compound activity from PubChem.
ERG-DNA inh – inhibitors of human ERG Ets domain-DNA interaction; P11308; fluorescence polarization, His-ERG Ets domain / labelled DNA; Potency, µM (top dose mostly 76.9 µM), for the others: top-dose FP activity, negative = inhibition, usual class: inhibitors; 0.028% of 370,000 active; AID 624246; active means well fitted inhibition curve with a large enough effect in the polarisation, with a control signal flat; inconclusive means small, poorly fitted or top-dose-only effect, or effect the other way, or a change in a side signal; inactive means no such curve, though single readings can be large or run the other way; the % refers to the polarisation;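 further: polarization taken with two DNA probes labelled with fluorescein and Texas red; potency means the concentration at half of the fitted maximal effect; % of control where 0% means no effect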
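His-tagged ERG Ets domain (1 uM in the protein solution; 300mM KCl, 50mM Tris-HCl, 1mM EDTA, 1mM DTT, pH 7.5) received compound, then a probe mix of 5 nM fluorescein-DNA and 100nM Texas-615-DNA. Fluorescence polarization was read for both dyes.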
RGS4 inh – inhibitors of human regulator of G protein signaling 4 | P49798 | Transcreener GDP fluorescence polarization, RGS4-accelerated GTP hydrolysis | Potency, µM (highest dose often 114 µM), inactives show at the highest dose activity change, negative = inhibition, most hits filed as inhibitors | 0.039% of 390,000 active | AID 504845; further: potency means the concentration at half of the fitted maximal effect; on the % scale 0 is the no-effect control and ±100 the full control effect; nearly all actives have a fitted effect of over 75% in size; some results filed as inactive show a strong effect at the top dose
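MLSMR compounds (23 nl, pin-transferred) preincubated 10 min at room temperature with a 500nM (2x) first reagent, then RGS4 at 900nM (2x) plus Transcreener GDP mix added; fluorescence polarization (620/688 nm) read before and after 90 min at 30 °C.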
GLS inhibitor – inhibitors of human glutaminase (GLS). GLS enzymatic activity, qHTS titration. Potency, µM (top dose mostly 45.5 µM), for inactives: at the top dose activity change, negative = inhibition, most hits filed as inhibitors. 0.21% of 410,000 active. AID 624170; further: potency means the concentration at half of the fitted maximal effect; on the % scale 0 is the no-effect control and ±100 the full control effect
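Human kidney-isoform GLS in 45 mM KH2PO4 pH 8.2, 0.02% Tween-20, with compound, started with 1mM L-Glutamine (added stock). Glutamate oxidase/HRP/Amplex red coupled fluorescence read at start and after 30 min at RT.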
ALOX12 inh – inhibitors of human 12S-lipoxygenase ALOX12 | purified 12hLO, xylenol orange hydroperoxide absorbance | Potency, µM (top dose mostly 108 µM), for the others: at the highest dose activity change, negative = inhibition, usual class: inhibitors | 1.1% of 580,000 active | AID 1671190; further: potency means the concentration at half of the fitted maximal effect; on the % scale 0 is the no-effect control and ±100 the full control effect
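Hydroperoxide product was detected by ferrous iron/xylenol orange as the 573 to 405 nm absorbance ratio. Arachidonic acid at 40 uM (final) was turned over for 30 min at room temperature by 150 nM human 12hLO, pH 7.0 Hepes buffer, after 15 min compound preincubation.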
BAZ2B inh – inhibitors of human BAZ2B bromodomain. AlphaScreen BAZ2B-H3K14Ac peptide displacement. 4.4% of 360,000 active. Q9UIF8. Potency, µM (titrated, usually from 114 µM), for inactives: at the top dose activity change, negative = inhibition, most hits filed as inhibitors; further: potency means the concentration at half of the fitted maximal effect; on the % scale 0 is the no-effect control and ±100 the full control effect; nearly all actives have a fitted effect of over 60% in size
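AlphaScreen displacement of biotin-H3(5-23)K14Ac peptide (50 nM final) from BAZ2B (50 nM final) in PBS pH 7.4, 0.01% Tween-20; complex preformed 30 min RT, then compounds (top 110 uM) 30 min RT, beads 20 min dark.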
G9a block – G9a (human) methyltransferase inhibition; 8.8% of 350,000 active; G9a H3K9 monomethylation, AlphaScreen, 2 h; Potency, µM (highest dose often 102 µM), inactives show at the highest dose activity, negative = inhibition, hits mostly inhibitors; Q96KQ7; further: potency means the concentration at half of the fitted maximal effect; on the % scale 0 is the no-effect control and ±100 the full control effect; nearly all actives have a fitted effect of over 75% in size
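Step 1: enzyme (final 20 nM) with compound, 15 min RT. Step 2: substrate peptide 500 nM and SAM 20 uM, 2 h RT. Step 3: anti-H3K9me1 antibody and AlphaScreen beads, 10 min, then plate read.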
PI4K2A inh – inhibitors of human PI4K2A; purified PI4K2A, ADP-Glo luminescence, 1 h; hits give low values; activity change, negative = inhibition, % at 76.9 µM; 0.13% of 420,000 active; Q9BTU6; in the data active means activity change below about -50%; inconclusive means mostly about -30% to -49%;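 further: -100% = wells without enzyme as full effect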
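In this quantitative HTS, ADP production by PI4K2A was quantified luminescently after 1 h at ambient temperature; 100 microM adenosine served as plate-quality control.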
HP1b binding inh – blocks HP1-beta chromodomain binding to methylated histone tails; AlphaScreen HP1-beta / biotin-H3K9me3 peptide binding; Potency, µM (series often up to 114 µM), without a hit: at the top dose activity change, negative = inhibition, hits mostly inhibitors; 0.56% of 390,000 active; further: potency means the concentration at half of the fitted maximal effect; nearly all actives have a fitted effect of over 70% in size; inactives centre near 23
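HP1-beta protein (50 nM final) preincubated 30 min at room temperature with biotinylated H3(1-18)K9me3 peptide (50 nM) in PBS pH 7.4, 0.01% Tween-20, then compound added for 30 min. AlphaScreen streptavidin donor/nickel chelate acceptor beads (10 ug/mL final), 30 min dark, luminescence read.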
JMJD2A Tudor inh – inhibitors of human JMJD2A Tudor domain | Potency, µM (series often up to 114 µM), inactives show top-dose activity change, negative = inhibition, usual class: inhibitors | AID 504339 | 4.4% of 390,000 active | AlphaScreen JMJD2A-Tudor / H3K4me3 peptide binding | O75164; further: potency means the concentration at half of the fitted maximal effect; on the % scale 0 is the no-effect control and ±100 the full control effect; nearly all actives have a fitted effect of over 50% in size
Target sequence (O75164 whole entry, looked up, the tested form may be a part): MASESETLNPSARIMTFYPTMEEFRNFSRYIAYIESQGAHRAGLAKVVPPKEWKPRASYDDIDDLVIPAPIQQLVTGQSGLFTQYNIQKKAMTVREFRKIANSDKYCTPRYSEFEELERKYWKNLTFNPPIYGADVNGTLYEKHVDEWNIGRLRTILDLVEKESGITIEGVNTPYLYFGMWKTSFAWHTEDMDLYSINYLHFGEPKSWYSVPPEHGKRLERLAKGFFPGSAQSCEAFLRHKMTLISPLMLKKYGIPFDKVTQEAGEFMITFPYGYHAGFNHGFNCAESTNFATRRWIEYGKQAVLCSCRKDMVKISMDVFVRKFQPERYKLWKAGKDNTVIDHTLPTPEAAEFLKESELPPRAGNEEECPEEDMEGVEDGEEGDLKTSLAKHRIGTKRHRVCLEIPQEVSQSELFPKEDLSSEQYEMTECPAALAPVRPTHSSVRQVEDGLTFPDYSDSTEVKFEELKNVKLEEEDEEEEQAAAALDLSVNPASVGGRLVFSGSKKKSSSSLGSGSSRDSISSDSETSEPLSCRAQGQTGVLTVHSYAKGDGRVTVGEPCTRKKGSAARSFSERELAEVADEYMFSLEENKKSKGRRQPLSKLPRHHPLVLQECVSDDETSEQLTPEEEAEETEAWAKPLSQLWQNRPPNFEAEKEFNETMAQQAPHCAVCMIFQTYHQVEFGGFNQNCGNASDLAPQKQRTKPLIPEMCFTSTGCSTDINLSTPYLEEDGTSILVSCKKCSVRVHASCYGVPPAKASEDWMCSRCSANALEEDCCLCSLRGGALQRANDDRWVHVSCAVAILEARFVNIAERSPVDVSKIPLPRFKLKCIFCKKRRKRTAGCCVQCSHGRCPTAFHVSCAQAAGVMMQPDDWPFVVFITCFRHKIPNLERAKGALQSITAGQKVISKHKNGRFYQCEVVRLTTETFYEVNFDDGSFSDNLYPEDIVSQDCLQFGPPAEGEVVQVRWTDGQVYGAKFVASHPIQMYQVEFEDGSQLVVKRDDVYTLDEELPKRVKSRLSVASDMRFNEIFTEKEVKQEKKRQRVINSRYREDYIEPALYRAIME
Starred values were filed as active, the others as inactive; i = inactive; ? = inconclusive; nt = no result given; [ ] = remark or other dose. Unless noted, the call rests on the fitted dose curve; in most records, active means well fitted curve in the direction sought with a large enough effect; inconclusive means small, poorly fitted or top-dose-only effect, or another doubt; inactive means no such curve, though single readings can be large; an effect the other way counts as inactive or inconclusive.

SMILES	ERG-DNA inh	RGS4 inh	GLS inhibitor	ALOX12 inh	BAZ2B inh	G9a block	PI4K2A inh	HP1b binding inh	JMJD2A Tudor inh
Cc1ccc(Cn2c(C)c3cnn(CC(=O)N4CCN(c5cc(C)ccc5C)CC4)c(=O)c3c2C)cc1	0%	-7%	2%	?	-25%	0%[59 µM]	-3	23%	-23%
COc1ccc(-c2cc(=O)oc3cc(OC(=O)C4CCCCC4)ccc23)cc1	-5%	21%	-3%	-3%	10%	6%[59 µM]	2	37%	3%
CN(C)S(=O)(=O)c1ccc(S(=O)(=O)N2CCN(CCC#N)CC2)cc1	2%	-12%	-3%	228%[activator]	-2%	7%[59 µM]	1	46%[activator]	-3%
COc1cc(CCC(=O)OCC(=O)Nc2ccc(C(N)=O)cc2)cc(OC)c1OC	1%	-5%	-2%	0%	-9%	1%	16	26%	-14%
c1ccc(-c2cc(-c3nc(-c4ccccn4)no3)c3ccccc3n2)cc1	-8%	19%	-3%	8%	nt	nt	15	41%[activator]	-18%
CC(C)C(NC(=O)OC(C)(C)C)C(=O)N1CCCC1C(=O)NC(Cc1ccccc1)C(N)=O (stereo unspecified)	3%	17%	4%	0%	8%	-6%	11	34%	-8%[57.1 µM]
COc1ccc(OC)c(/C=N/NC(=O)c2cc3c(OC)cc(OC)cc3[nH]2)c1	6%	-21%	-7%	6%	3%	9%	-1	25%	-8%
CCCCC(=O)NNC(=O)c1c(O)c2ccccc2[nH]c1=O	0%	-14%	16%	5%	2%	21%	-2	47%[activator]	8%
CCc1ccc(OCC(=O)NC(Cc2c[nH]c3ccccc23)C(=O)O)cc1 (stereo unspecified)	0%	0%	9%	?	-3%	?	-4	24%	-12%
CC(=O)Nc1ccc(/C=N/N2C(=O)NC(C)(c3ccc(OC(F)F)cc3)C2=O)cc1 (stereo unspecified)	0%	-9%	-4%	-14%	nt	-20%	10	22%	-18%
CC(=O)N1c2ccc(S(=O)(=O)NCC3CCC(C(=O)Nc4cccc(C)c4)CC3)cc2CC1C (stereo unspecified)	-1%	5%	3%	-23%	-19%	-26%[59 µM]	-7	24%	-9%
Cc1onc(-c2ccccc2)c1C(=O)N1CCN(c2ccccc2)CC1	18%	6%	-4%	-3%	-15%	19%	-1	25%	-12%

Arranged by molar mass (largest number first): part of the list above
SMILES	ERG-DNA inh	RGS4 inh	GLS inhibitor	ALOX12 inh	BAZ2B inh	G9a block	PI4K2A inh	HP1b binding inh	JMJD2A Tudor inh
CC(C)C(NC(=O)OC(C)(C)C)C(=O)N1CCCC1C(=O)NC(Cc1ccccc1)C(N)=O (stereo unspecified)	3%	17%	4%	0%	8%	-6%	11	34%	-8%[57.1 µM]
COc1cc(CCC(=O)OCC(=O)Nc2ccc(C(N)=O)cc2)cc(OC)c1OC	1%	-5%	-2%	0%	-9%	1%	16	26%	-14%
COc1ccc(-c2cc(=O)oc3cc(OC(=O)C4CCCCC4)ccc23)cc1	-5%	21%	-3%	-3%	10%	6%[59 µM]	2	37%	3%

(more compounds)
SMILES	ERG-DNA inh	RGS4 inh	GLS inhibitor	ALOX12 inh	BAZ2B inh	G9a block	PI4K2A inh	HP1b binding inh	JMJD2A Tudor inh
Cc1sc(NC(=O)C2=COCCO2)nc1-c1ccc(F)cc1	-14%	-34%	3%	-11%	-7%	79µM*	-3	-7%	-8%
O=S(=O)(NCCc1ccccc1)c1ccc(Br)s1	2%	-9%	7%	i	19%	103%[activator]	-1	44%[activator]	19%
COc1ccc(-n2nnc3c(SCC(=O)Nc4ccccc4F)ncnc32)cc1	4%	0%	4%	0%	-13%	-4%	1	12%	-17%
COc1ccc2c(c1)c1c(c(=O)n(Cc3ccccc3)c(=O)n1CC(=O)Nc1ccccc1OC)n2C	-1%	15%	3%	-2%	-6%	-7%[59 µM]	2	2%	-10%
Cc1cc(OC(C)C(=O)N2CCN(c3ccccc3)CC2)c2c(C)c(C)c(=O)oc2c1 (stereo unspecified)	-7%	12%	6%	8%	1%	21%[0.0925 µM]	6	38%	-7%
CC(C)CNc1ncnc2c1nnn2C	-2%	-7%	-12%	-13%	-10%	?	1	-11%	-15%
COc1ccc(CN2CCOCCOCCOCC2)cc1	15%	-18%	18%	11%	0%	50%[59 µM]	-2	28%	7%
Cc1cccc(OCC(=O)OCC(=O)N(CC(C)C)c2c(N)n(Cc3ccccc3)c(=O)[nH]c2=O)c1C	-4%	-12%	-1%	-17%	-4%	-2%[0.501 µM]	6	22%	-11%
C[C@H](CO)N1C[C@H](C)[C@@H](CN(C)C(=O)Nc2ccc(C(F)(F)F)cc2)Oc2ccc(NC(=O)Cc3ccccc3)cc2C1=O	-9%	6%	1%	-19%	nt	nt	-1	38%	-21%
O=C(CN(c1ccc(Cl)c(Cl)c1)S(=O)(=O)c1ccccc1)N1CCc2ccccc2C1	0%	-32%	1%	28%	-4%	24%[0.501 µM]	3	37%	-16%
C=CC[C@H](CC(=O)N(CCO)Cc1ccccc1)C(=O)N[C@H](COC(=O)[C@@H](CC=C)CC(=O)OC(C)(C)C)c1ccccc1	5%	8%	-10%	?	nt	nt	-1	24%	-24%
CCCCN(C(=O)c1ccc(S(=O)(=O)N2CCCCC2)cc1)C1CCS(=O)(=O)C1 (stereo unspecified)	-10%	27%	11%	-21%	8%	-10%[12.7 µM]	-1	-10%	-10%
CCOC(=O)c1ccccc1NC(=O)CSc1nccn1C	5%	-2%	-9%	121%[activator]	-2%	-11%[59 µM]	-1	16%	0%
COC(=O)c1ccc(OC)c(CN2C(=O)N(c3ccc(C(C)=O)cc3)S(=O)(=O)c3ccccc32)c1	-2%	-30%	5%	-15%	0%	-3%[59 µM]	?	27%	-19%
COc1cccc(C(=O)CN(C(=O)c2ccc(Cl)cc2Cl)N2C(=O)c3ccccc3C2=O)c1	-3%	-11%	7%	5%	-5%	-29%[59 µM]	3	-3%	-26%
N#Cc1ccccc1OCC(=O)OCC(=O)Nc1ccc2c(c1)OCO2	3%	-1%	-3%	?	9%	7%[12.7 µM]	-1	26%	-11%
CN(C)c1ccnc(Nc2ccccc2)c1C#N	-11%	4%	-1%	-20%	-4%	-15%	2	37%[activator]	-2%
Cc1onc(-c2ccccc2)c1C(=O)N1CCN(S(=O)(=O)c2ccc(Cl)cc2)CC1	0%	3%	-5%	?	-13%	21%	-2	-8%	-6%
O=C(NCCCN1CCOCC1)C1Cc2c(ccc3ccccc23)O1 (stereo unspecified)	14%	14%	5%	7%	0%	8%	-6	23%	-13%
Cc1cccc(NC(=O)CSc2ccc(-c3cccnc3)nn2)c1	-11%	-13%	7%	64%[activator]	0%	0%	-4	23%	-2%
COc1ccc(C(=O)/C=C/c2ccsc2)cc1CSCC(=O)O	8%	-22%	2%	?	?	nt	-6	-10%	?
CCOc1ccc(NC(=O)c2cc3cc4ccc(C)cc4nc3o2)cc1	-3%	6%	0%	-1%	-13%	-4%	0	2%	-17%
O=C(NCC1CCCO1)/C(=C\c1ccco1)NC(=O)c1ccccc1 (stereo unspecified)	2%	24%	12%	?	14%	?	-11	38%	-9%
CC1(C)CC(=O)c2cnc(NC(=O)C3CCCC3)nc2C1	-4%	-9%	-2%	-5%	7%	20%[59 µM]	-3	37%	-7%
O=C(O)Cc1ccc2ccc3ccccc3c2c1	7%	-4%	2%	9%	nt	nt	-5	72%[activator]	-9%
Nc1c(C(=O)NCC2CCCO2)sc(=S)n1-c1ccccc1 (stereo unspecified)	12%	?	6%	0%	0%	?	-5	-38%	-16%
CC1CCN(S(=O)(=O)N2CCC(C(=O)N3CCC(N(C)CC4CCCO4)CC3)CC2)CC1 (stereo unspecified)	-1%	9%	4%	24%	-5%	-1%	-3	24%	-7%
CCn1ncc([N+](=O)[O-])c1C(=O)NC1CCCCC1	-18%	3%	3%	-7%	-11%	30%[0.501 µM]	1	33%	-12%
FC(F)(F)COc1ccc(-n2ccnc2)nn1	13%	-3%	-10%	-14%	-10%	0%	3	37%	-1%
Cc1ccc(N2CC(C(=O)N3CCCc4ccccc43)CC2=O)cc1 (stereo unspecified)	nt	-13%	-1%	-10%	-5%	?	3	34%[activator]	-9%
Cc1nc(NCC2CC2)c2nnn(Cc3ccccc3)c2n1	0%	-4%	-14%	61%[activator]	3%	19%	3	29%	-4%
Cc1nn(-c2ccccc2)c2c1c(C)c(CCC(=O)NCC1CCCO1)c(=O)n2C (stereo unspecified)	6%	-18%	7%	-1%	-13%	51%[activator]	-4	44%[activator]	-1%
COc1ccc(-c2cc(C(=O)NCCc3ccc(OC)c(OC)c3)c3c(-c4ccc(F)cc4)[nH]nc3n2)cc1	6%	2%	-6%	?	-3%	9%[59 µM]	-8	29%	-13%
COc1ccc(/C=N/NC(=O)c2cccc(NC(=O)c3ccc(F)cc3)c2)c(C(=O)O)c1OC	11%	13%	7%	-7%	-8%	-28%	1	13%	-22%
Cc1cc(C(=O)Nc2c(C)n(C)n(-c3ccccc3)c2=O)on1	-17%	-2%	1%	1%	-5%	13%	8	33%	-3%
CCOc1cccc(-c2c(C(=O)N/N=C(\C)c3ccccn3)nnn2-c2nonc2N)c1	7%	3%	35%[activator]	2%	13µM*	nt	-4	12%[57 µM]	25µM*
Cn1c(COc2ccccc2)nnc1SCC(=O)Nc1nnc(C2CC2)s1	4%	-15%	-12%	?	nt	nt	-4	-22%[57 µM]	?

A portion of the library; rates above refer to the full screens.
